Abeta rescue – qHTS for compounds that reverse cellular toxicity of Amyloid beta (A-beta) peptide in yeast: Primary Screen; yeast expressing A-beta42, growth rescue, OD600, 48 h; response scale: 0% DMSO, 100% iron-clioquinol control; Potency, µM (highest dose often 46.1 µM), for the others: top-dose growth rescue, most hits filed as activators; 410,000 tested, 0.063% active; note: potency is the fitted concentration of half-maximal effect; nearly all actives have a fitted effect of over 55% in size
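Growth rescue measured by 600 nm absorbance after 48 h yeast culture at 30 C with compound. Values normalized between DMSO and an equimolar ferric chloride plus clioquinol control.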
MmCpn inh – Inhibitors of TCP-1 ring complex (TRiC) of Methanococcus maripaludis (MmCpn): qHTS; 330,000 tested, 0.031% active; purified Mm-Cpn ATPase, ADP Transcreener TR-FRET; Chaperonin Mm-Cpn (Methanococcus maripaludis); Potency, µM (highest dose often 76.9 µM), for the others: at the top dose activity, negative = inhibition, usual class: inhibitors; note: potency is the fitted concentration of half-maximal effect; % is set by controls: 0 for no effect and ±100 for the full control effect; nearly all actives have a fitted effect of over 80% in size
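25 nM Mm-CPN + cpd, 10 min 37°C; + 10 uM ATP, 30 min 37°C; buffer 30 mM Tris pH 7.4, 100 mM KCl, 5 mM MgCl2, 1 mM DTT; Transcreener ADP HTRF detection 30 min RT.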
GLP1R cytotox – qHTS of GLP-1 Receptor Inverse Agonists: Cytotox Screen | AID 624418, 2012 | 410,000 tested, 0.13% active | HEK293 cAMP-luciferase reporter cells, luminescence, 24 h | Potency, µM (series often up to 38.3 µM), for the others: at the top dose activity change, negative = inhibition, usual class: inhibitors;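 note: loss of luciferase light is scored as toxicity; potency is the fitted concentration of half-maximal effect; % is set by controls: 0 for no effect and ±100 for the full control effect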
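Seeding density was 200 cells/uL; after overnight-length (12 h) culture, 23 nL compounds went on for 24 h at 37 °C. Readout used a luciferase detection reagent, luminescence taken after 12 min at room temperature.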
GLP1R inv ag – qHTS of GLP-1 Receptor Inverse Agonists (Inhibition Mode); Potency, µM (top dose mostly 38.3 µM), for inactives: at the highest dose activity change, negative = inhibition, usual class: inhibitors; AID 624417, 2012; 410,000 tested, 1.6% active; HEK293 GLP-1R CRE-luciferase, luminescence, 24 h; GLP-1R form is constitutively active; Glucagon-like peptide 1 receptor (Homo sapiens), P43220; note: potency is the fitted concentration of half-maximal effect; % is set by controls: 0 for no effect and ±100 for the full control effect; nearly all actives have a fitted effect of over 55% in size
Target sequence (P43220 whole entry, looked up): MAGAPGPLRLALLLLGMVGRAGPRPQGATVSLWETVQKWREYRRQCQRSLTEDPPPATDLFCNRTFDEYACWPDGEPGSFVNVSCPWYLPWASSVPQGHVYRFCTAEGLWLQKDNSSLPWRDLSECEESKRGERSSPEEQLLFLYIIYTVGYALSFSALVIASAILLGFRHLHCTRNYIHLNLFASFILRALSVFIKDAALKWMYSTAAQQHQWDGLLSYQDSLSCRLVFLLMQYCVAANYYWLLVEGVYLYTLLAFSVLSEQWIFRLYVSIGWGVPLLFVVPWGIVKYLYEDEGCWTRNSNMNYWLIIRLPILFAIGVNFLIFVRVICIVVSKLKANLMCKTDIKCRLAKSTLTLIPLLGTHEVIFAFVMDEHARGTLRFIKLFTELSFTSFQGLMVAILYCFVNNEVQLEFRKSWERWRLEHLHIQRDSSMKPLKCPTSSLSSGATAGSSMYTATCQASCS
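HEK293 cells stably co-expressing constitutively active GLP-1R and a cAMP-responsive luciferase reporter were seeded in DMEM with 10% Nu serum, given compounds after 12 h, and incubated 24 h at 37 deg C. Luminescence was then read.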
TDP43 rescue – qHTS of TDP-43 Inhibitors | TDP-43 expressing yeast growth rescue, BacTiter-Glo, 24 h | Potency, µM (series often up to 46.1 µM), inactives show top-dose growth rescue (activation), hits mostly activators | 410,000 tested, 1.8% active | AID 652104, 2013; note: potency is the fitted concentration of half-maximal effect; % of control where 0% means no effect; nearly all actives have a fitted effect of over 50% in size
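Galactose-induced TDP-43 yeast, OD600=0.02, compound pinned; 24 hr, 30 deg C; BacTiter-Glo luminescence for growth. Inhibitors of TDP-43 toxicity read as activators.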
aSyn yeast inh – qHTS of alpha-syn Inhibitors | 370,000 tested, 0.14% active | Yeast expressing alpha-synuclein, growth rescue, BacTiter-Glo, 24 h | Potency, µM (doses to about 46.1 µM), inactives show at the highest dose growth rescue (activation), most hits filed as activators; note: potency is the fitted concentration of half-maximal effect; % of control where 0% means no effect; nearly all actives have a fitted effect of over 65% in size
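Readout is rescue of growth in alpha-synuclein-expressing yeast, so inhibitors of toxicity appear as activators. Growth after 24 hr at 30 deg C in galactose medium is quantified by luminescence.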
PTHR1 agonist – qHTS for PTHR1 Agonists: Primary Screen; Parathyroid hormone/parathyroid hormone-related peptide receptor (Homo sapiens), Q03431; 410,000 tested, 0.075% active; HEK293 GP2 PTHR1 cells, GloSensor cAMP luminescence, 1 h; Potency, µM (highest dose often 115 µM), for the others: at the highest dose activation, most hits filed as activators; note: potency is the fitted concentration of half-maximal effect; nearly all actives have a fitted effect of over 55% in size; some results filed as inactive show a strong effect at the top dose; inactives centre near -15; many of its hits are not listed in these tables
Target sequence (Q03431 whole entry, looked up): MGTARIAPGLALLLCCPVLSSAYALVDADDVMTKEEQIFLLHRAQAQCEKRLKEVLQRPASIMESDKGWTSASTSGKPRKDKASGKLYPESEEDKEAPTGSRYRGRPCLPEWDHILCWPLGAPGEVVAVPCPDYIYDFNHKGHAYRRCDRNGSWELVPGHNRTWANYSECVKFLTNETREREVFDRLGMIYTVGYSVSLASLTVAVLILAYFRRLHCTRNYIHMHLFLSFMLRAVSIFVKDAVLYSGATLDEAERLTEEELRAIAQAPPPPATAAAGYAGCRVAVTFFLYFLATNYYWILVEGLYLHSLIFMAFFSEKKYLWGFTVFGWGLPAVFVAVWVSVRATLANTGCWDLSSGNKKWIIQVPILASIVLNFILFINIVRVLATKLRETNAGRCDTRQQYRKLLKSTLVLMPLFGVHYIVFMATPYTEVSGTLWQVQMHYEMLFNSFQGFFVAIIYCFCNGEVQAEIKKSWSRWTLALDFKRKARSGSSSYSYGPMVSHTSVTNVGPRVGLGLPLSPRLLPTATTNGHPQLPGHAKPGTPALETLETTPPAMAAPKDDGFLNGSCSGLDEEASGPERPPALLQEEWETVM
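HEK-293-derived GP2 cells expressing PTHR1 and a GloSensor cAMP reporter, 3,000/well, plated overnight, given luciferin plus IBMX (each 0.5 mM as added) for 1 h at 37 °C, then compound for 1 h at 37 °C. Luminescence was read after 15 min at room temperature.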
FUS yeast rescue – qHTS for Suppressors of FUS Proteinopathy: Primary screen using FUS-linked yeast assay; Potency, µM (top dose mostly 76.6 µM), without a hit: at the highest dose growth rescue (activation), most hits filed as activators; 390,000 tested, 0.24% active; S. cerevisiae FUS-expressing, growth rescue, OD600, 24 h;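 note: potency is the fitted concentration of half-maximal effect; plate controls were DMSO vehicle for no effect and reference control for full effect; nearly all actives have a fitted effect of over 55% in size; some results filed as inactive show a strong effect at the top dose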
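Yeast expressing FUS under galactose induction, OD 0.005 in 2% galactose medium; compounds in a dilution series, 24 h at 30C. Growth rescue by absorbance at 600 nm; CP55940 positive control, DMSO negative.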
Akt phos inh – HTS Assay for Inhibitors of Akt Phophorylation: Primary Screen | Neuro2A IGF-stimulated pAkt S473 HTRF, 20 min; stronger effect = lower value | activity change, % for hits at 50 µM | 360,000 tested, 0.32% active; in the data active = activity change below about -80%; inconclusive = mostly about -51% to -80%; note: % is set by controls: 0 for no effect and ±100 for the full control effect
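Single-point screen (50 µM final compound) in Neuro2A cells stimulated 20 min with 6 nM IGF at 37 deg C. After lysis, Ser473-phosphorylated Akt read by HTRF (ex 330 nm, em 615/665 nm) as the 665/615 ratio.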
* marks the source's active call; other numbers are inactive results; i = inactive; ? = inconclusive; · = no result given; & = joins results of further samples; [ ] = dose if it differs, or a comment. Unless noted, calls come from the whole dose curve; as a rule, active = well fitted curve in the direction sought with a large enough effect; inconclusive = small, poorly fitted or top-dose-only effect, or another doubt; inactive = no such curve, though single readings can be large; an effect the other way counts as inactive or inconclusive.

SMILES	Abeta rescue	MmCpn inh	GLP1R cytotox	GLP1R inv ag	TDP43 rescue	aSyn yeast inh	PTHR1 agonist	FUS yeast rescue	Akt phos inh
CC1(C)Cc2c(sc3ncn4c(=S)[nH]nc4c23)CO1	-1.5%	1.3%	9.5%	-0.3%	?	0.1%	-19.4%	26.1%	i
O=C(O)C(=Cc1ccncc1)c1cccc2ccccc12	0.6%	·	-11.8%	1.8%	0.3%	8.3%	i	-27.2%	i
COC(=O)COn1c(SC(C)C)nc2ccccc2c1=O	-4.0%	0.6%	5.5%	3.0%	23.2%	2.2%	-8.3%[57.5 µM]	14.3%	i
O=C(Nc1cccn(Cc2c(Cl)cccc2Cl)c1=O)c1c(Cl)cccc1Cl	0.0%	?	14.3%	?	10µM*	-7.1%	-14.1%[57.5 µM]	15.9%	i
O=C(Nc1ccc(Br)cc1F)c1ccc2c(c1)N(Cc1ccccc1)C(=O)CS2=O (configuration not stated)	0.0%	-4.2%	-1.9%	?	11.6%	9.5%	-25.9%	?	i
O=C(CSc1cccc[n+]1[O-])Nc1cc(S(=O)(=O)N2CCOCC2)ccc1Cl	-4.0%	1.7%	0.4%	0.4%	-15.8%	-7.1%	-7.9%	32.6%	i
CCCCN(C)C(=O)C1CCC(Cn2c(=O)[nH]c3ccsc3c2=O)CC1 (configuration not stated)	-6.0%	·	1.4%	3.1%	24.7%	·	-17.6%	-0.5%	·
Cc1cc(C)cc(N(C(=O)c2ccccn2)C(C(=O)NC2CCCCC2)c2cccs2)c1 (configuration not stated)	-14.7%	2.4%	?	-0.8%	-18.2%	13.1%	i	25.1%	i
COc1cc2cc(CCOC(=O)N3CCCCC3)oc(=O)c2cc1OC	3.7%	-1.1%	2.9%	0.5%	19.1%	-4.7%	i	-8.7%	i
C=CCN=C(NC#N)SCc1ccccc1	-9.0%	2.5%	11.0%	-16.0%	10.9%	0.7%	i	13.0%	i
COc1ccc2nc(NCCCNC(=O)c3cc(OC)c(OC)c(OC)c3)c(C#N)cc2c1	-11.0%	-0.6%	·	14.4%	21.2%	-2.1%	i	9.7%	i
CC(Sc1nc2ccccc2s1)C(=O)Nc1ccc2c(c1)OCO2 (configuration not stated)	-10.0%	-1.7%	8.3%	6.3%	2.9%	2.1%	-21.1%	5.3%	i
CCOC(=O)C(NC(=O)CC)(Nc1nc2c(s1)CCCC2)C(F)(F)F (configuration not stated)	1.4%	1.4%	0.0%	-24.2%	-18.2%	-3.0%	i	?	i
O=C1[C@@H]2Cc3c([nH]c4ccccc34)C(c3ccccc3)N2C(=O)CN1CCO (some centres not stated)	-6.7%	-0.8%	2.3%	?	0.9%	-3.0%	i	-1.6%	i
CCOC(=O)c1cn2nc(-c3ccc(OC)cc3)cc2nc1C1CCN(C(=O)OC(C)(C)C)CC1	11.7%	-1.7%	-2.5%	5.0%	-1.9%	4.4%	i	16.4%	i
CCOC(=O)N1CCN(C(=O)CCCCCn2c(=S)[nH]c3cc4c(cc3c2=O)OCO4)CC1	-11.8%	-6.1%	15.4%	-7.9%	15.9%[9.22 µM]	-2.9%	i	4.7%	i
CCOC(=O)c1cccc(NS(=O)(=O)c2cc3c(cc2C)NC(=O)CO3)c1	-9.1%	·	-7.6%	5.2%	22.0%[9.22 µM]	·	-24.1%	14.3%	·
Cc1c(C(=O)NCc2ccccc2CN2CCCC2)oc2ccccc12	-13.7%	0.6%	?	?	0.0%	-2.9%	i	40.0%	i
N#Cc1c(NCCO)ccc([N+](=O)[O-])c1NCCO	-16.0%	0.9%	6.7%	42.4%[activator]	-20.8%	-0.2%	i	16.7%	i
COc1ccc(NS(=O)(=O)c2cc(NS(=O)(=O)c3cc(C(=O)O)ccc3OC)ccc2C)cc1	-4.5%	·	-3.0%	0.8%	-8.0%	1.6%[1.84 µM]	20.3%	21.8%	i
CC(=O)NCc1cccc(CNC(C)=O)n1	1.0%	0.0%	5.3%	17.2%	-9.1%	-8.6%	-12.4%[57.5 µM]	11.1%	i
O=C(CN1CCc2ccccc2C1)Nc1cc(S(=O)(=O)N2CCOCC2)ccc1N1CCCC1	-2.4%	2.3%	19.1%	-19.8%	2.2%	-6.4%	i	·	i
CCOc1ccc(S(=O)(=O)Nc2ccc(C(=O)NCC(c3ccc(OC)cc3)N3CCOCC3)cc2)cc1 (configuration not stated)	4.0%	-2.5%	1.0%	16.1%	-1.6%	-4.7%	-3.2%	23.4%	i
O=[N+]([O-])c1cc(S(=O)(=O)N2CCCC2)ccc1SCCO	13.2%	-4.0%	-3.9%	-4.0%	·	-3.3%	-50.4%[inhibitor]	7.4%	i
COc1cc2c(cc1OC)C(c1ccc([N+](=O)[O-])cc1)N(C(C)=O)CC2 (configuration not stated)	-2.8%	0.0%	-8.3%	26.0%	5.5%	-0.3%	i	14.9%	i
CCS(=O)(=O)Nc1ccccc1C(N)=O	-0.6%	0.5%	5.9%	-5.5%	12.4%	7.5%	i	16.0%	i
CCn1cc(C(=O)N2CCN(c3ccccc3)CC2)c(=O)c2cc(S(=O)(=O)N3CCOCC3)ccc21	-1.9%&-8.6%	-3.0%	-9.6%&4.7%	?	17.2%&-19.5%	-0.1%	?	13.4%&34.2%	i
COc1ccc(NC(=S)NCc2ccccc2)c(OC)c1	13.1%	1.7%	-10.2%	-4.2%	11.0%	4.0%	i	10.2%	i
CN(CC(=O)Nc1ccccc1Cl)C(=O)COC(=O)c1ccc(-c2ccc(O)cc2)cc1	0.9%	-4.2%	-4.3%	-28.6%	17.3%	6.3%	-10.1%	3.7%	i
O=C(Nc1ccc(Oc2cccc3ccccc23)cc1)c1ccco1	-10.6%	-1.4%	-14.6%	?	-14.2%	-4.6%	-17.5%	16.7%	i

Next section; the last 2 above are carried over.
SMILES	Abeta rescue	MmCpn inh	GLP1R cytotox	GLP1R inv ag	TDP43 rescue	aSyn yeast inh	PTHR1 agonist	FUS yeast rescue	Akt phos inh
CN(CC(=O)Nc1ccccc1Cl)C(=O)COC(=O)c1ccc(-c2ccc(O)cc2)cc1	0.9%	-4.2%	-4.3%	-28.6%	17.3%	6.3%	-10.1%	3.7%	i
O=C(Nc1ccc(Oc2cccc3ccccc23)cc1)c1ccco1	-10.6%	-1.4%	-14.6%	?	-14.2%	-4.6%	-17.5%	16.7%	i
S=c1[nH]c(-c2ccc(Cl)cc2)cs1	1.6%	-7.7%	16.6%	-20.4%	?	-5.6%	-25.4%	-8.0%	i
COC(=O)c1cc2c(s1)-c1cc(F)ccc1OC2	-6.6%	1.8%	17.2%	-10.8%	-12.0%	-1.8%	-0.9%	21.2%	i
CCOC(=O)[C@]12CCC=C1N(Cc1ccccc1)C(=O)[C@H](CC(=O)NCCc1ccccc1OC)C2	0.6%	·	-14.4%	?	16.0%	0.0%	i	29.8%	i
N#Cc1c(NC(=O)CCC(=O)O)sc2c1CCCCC2	-2.0%	-7.0%	3.0%	16.6%	-19.2%	0.1%	i	9.8%	i
CCCCn1c(=N)n(CC(O)COc2ccc(C)cc2)c2ccccc21 (configuration not stated)	7.8%	1.5%	?	0.0%	-1.1%	·	i	7.8%	·
O=C(C[C@H]1C/C=C\CCC(=O)OC[C@H]2CCCN2C1=O)NCCO	1.7%	-0.4%	1.5%	18.1%	13.2%	-7.2%	i	6.5%	i
CCOc1ccc(NC(=O)CN(C)S(=O)(=O)c2ccc3c(c2)CCC(=O)N3)cc1	14.9%	1.5%	4.4%	5.7%	-0.1%	-2.9%	i	2.8%	i
O=C(Cn1nc(C(F)(F)F)c2c1CCC2)Nc1ccccc1C(F)(F)F	15.9%	-1.0%	-1.9%	?	1.7%	-6.4%	i	-4.1%	i
CCOC(=O)c1sc(NC(=O)CN2CCN(c3ccccc3)CC2)nc1C	20.2%	-2.2%	-1.9%	-11.4%	-8.9%	4.9%	i	27.1%	i
Cc1ccc(OCC(=O)Nc2c[nH]c(=O)[nH]c2=O)cc1C	-4.1%	3.0%	-2.0%	-23.3%	-7.2%	0.0%	-12.8%	-11.8%	i
COCCNS(=O)(=O)c1cccn1-c1ncc(C(F)(F)F)cc1Cl	-12.6%	-0.3%	-10.8%	4.0%	11.9%	2.7%	i	1.8%	i
CCOc1ccc(-c2n[nH]c(=S)c3ccccc23)cc1	-2.4%	-7.5%	-4.8%	1.8%	2.1%	-4.5%	-5.5%	0.5%	i
NC(=O)Cn1cc(C(=O)C(=O)N2CCOCC2)c2ccccc21	-13.0%	0.5%	14.3%	10.5%	8.0%	3.9%	i	38.9%	i
CC(C)CCNC(=O)C(Cc1ccccc1)NS(=O)(=O)c1ccc2c(c1)c(=O)n(C)c(=O)n2C (configuration not stated)	-4.6%&-4.9%	1.7%	2.1%&1.9%	6.1%&4.3%	-3.8%&22.1%	4.6%	-18.4%	-4.3%&4.8%	i

Source: PubChem BioAssay

These rows are one share of the data; count on the stated rates, not on these rows.
